MT stabilize HCS = microtubule stabilizers in HeLa cells; 200,000 tested, 0.83% active; HeLa tubulin immunostaining HCS, 24 h; share of cells brighter than vehicle mean+2SD; AID 2205; % tubulin-high responders, % at 10 µM;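 active means plate Z-score above 3 for both tubulin-high and condensed-nucleus cell shares, with cell loss under 80%, at 10 µM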;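 further: anti alpha tubulin signal scored within the nucleus-defined area of each cell; some results filed as inactive read as strong as hits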
Yfh1-off respiration = mitochondrial function rescue without frataxin homolog – Friedreich's ataxia, plus single-dose screen, dose response (AID 1465). S. cerevisiae Yfh1-off respiration, WST-1 reduction, 72 h; higher fold induction means a stronger effect. fold induction at 50 µM; hits with a dose series show EC50 in µM. 220,000 tested, 0.074% active;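 active means fold induction of absorbance versus untreated yeast above a set limit, then at least 30% activation at any dose in follow-up; inconclusive means repeats straddling the limit, or above it without dose testing; inactive means fold induction below the set limit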;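 further: activators that raise dye reduction in frataxin-depleted yeast; strong numbers were not always called active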
human PMI inhibition = inhibitors of human PMI, primary screen, biochemical, fluorescence intensity, coupled assay (AID 1209) | purified PMI enzyme, coupled fluorescence intensity; higher % means a stronger effect | inhibition, % at 20 µM, or IC50 in µM where a hit was titrated | 190,000 tested, 0.42% active;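 further: plate controls were DMSO vehicle for no effect and wells lacking substrate for full effect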
Insulin prom up = MIN6 insulin promoter up-regulation. z-score at 5 µM. 190,000 tested, 0.3% active. AID 1625. MIN6 insulin promoter-GFP reporter, high-content imaging; hits give high values;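 active means z-score above 3 at 5 µM with at least 500 cells counted in the well; inconclusive means wells under 500 cells, flagged as cytotoxic or low count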
human PMI inhibitors = MPI inhibition at elevated mannose 6-phosphate – biochemical, fluorescence intensity, high mannose 6-phosphate, primary screen (AID 1220); inhibition, % at 20 µM; hits with a dose series show IC50 in µM; recombinant PMI enzyme, coupled fluorescence intensity; higher % means a stronger effect; 190,000 tested, 0.66% active
bCat nuc transl = alters nuclear translocation of beta-catenin in HeLa cells. nuclear translocation activity, % at 5 µM. 190,000 tested, 0.3% active. AID 1665. immunofluorescence imaging;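 active means nuclear translocation activity above 50% at 5 µM, with a well cell count of 50 or more; inconclusive means wells under 50 cells across six images, flagged as toxic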;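 further: per-cell ratio of nuclear to cytoplasmic median beta-catenin stain intensity; plate controls were DMSO negative control for no effect and GSK-3 inhibitor IX positive control for full effect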
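assay system = human HeLa cells, endogenous beta-catenin | times = compound treatment 24 h, 37°C, 5% CO2 | detection = Anti-beta-catenin immunofluorescence on PFA-fixed, Triton-permeabilized cells, DAPI nuclei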
Autophagy mod = alters autophagy in cells; MEF GFP-LC3 puncta imaging; test concentration mostly 10 µM; calls only at 10 µM (by protocol); 190,000 tested, 0.98% active;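 active means percentage of spot-positive cells more than 3 SD above its plate mean, without a fluorescence outlier flag or 80% toxicity; inconclusive means no clear call, values can overlap the other calls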;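 further: spot-positive cell cutoff set from DMSO-treated cells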
WT yeast gro inh = growth inhibition of WT yeast, mitochondrial fusion screen | mitochondrial fusion phenotypic screen, WT strain | inhibition, % at 10 µM | 190,000 tested, 2.1% active; in the data active means inhibition above about 58%; tested in S. cerevisiae
Dynein transport = blocks dynein driven cargo transport along microtubules; 220,000 tested, 0.47% active; 3617.4 mouse cells, GR-EGFP nuclear translocation imaging; test concentration mostly 20 µM; stimulated with dexamethasone, 1 µM; hits give low values; z-score, hits read low; AID 1381;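 active means plate z-score of nuclear minus cytoplasmic receptor signal below a set negative limit, without overly bright fluorescence or cell loss, cut at about -3.5 in these data, passing the limit was not always enough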;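 further: z-score of nuclear minus cytoplasmic ring GR-EGFP intensity difference per well; some compounds called inactive have numbers as strong as hits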
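Schedule: 48 h induction, then 1 h compound, then 30 min agonist, 37 °C. Buffer or medium: tetracycline-free induction medium containing charcoal-stripped FBS. Reagent: 1.0 µM final dexamethasone stimulus. Evaluation: nuclear versus cytoplasmic GR-EGFP signal, averaged per well. Signal: high-content fluorescence imaging after fixation.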
WT yeast gro inh mutant strain = further read-out of WT yeast gro inh, marked with its call; inhibition, %; mitochondrial fusion phenotypic screen, mutant strain inhibition
Dynein transport cytoplasmic EGFP = further read-out of Dynein transport, marked with its call; z-score; measured here: cytoplasmic GR-EGFP intensity; hits give high values
Dynein transport nuclear GR-EGFP = second read-out of Dynein transport, no call of its own (marks repeat the call); z-score; measured here: nuclear GR-EGFP intensity;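 lower value marks the stronger effect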
Dynein transport cell count = also measured in Dynein transport; calls as there; z-score; measured here: cell count per field
Insulin prom up cell count = recorded beside Insulin prom up, whose call it bears; cell count; measured here: cytotoxicity, nuclei count;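 total cells summed across four imaged fields per well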
bCat nuc transl cell count 5 µM = also measured in bCat nuc transl; calls as there; cell count; measured here: cell count, cytotoxicity flag
MT stabilize HCS Hoechst-high % = second read-out of MT stabilize HCS, no call of its own (marks repeat the call); % Hoechst-high responders; measured here: nuclear condensation Hoechst responders;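 share of cells brighter than vehicle mean plus two SD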
MT stabilize HCS cytotoxicity % = further read-out of MT stabilize HCS, marked with its call; toxicity, %; measured here: cytotoxicity by cell density;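 0% = mean cell density of plate MIN control wells and 100% = no cells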
Autophagy mod cell loss 18 h = second read-out of Autophagy mod, no call of its own (marks repeat the call); toxicity, %; measured here: cell loss, nuclei count;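 cell loss after 18 h compound exposure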
* = called active by the depositor; i = inactive; u = inconclusive; x = not tested or not shown. Unless noted, no stated cut-off is given here; in the data, active means inhibition above about 50%; inactive means the rest.

| mol | MT stabilize HCS | MT stabilize HCS Hoechst-high % | MT stabilize HCS cytotoxicity % | Yfh1-off respiration | human PMI inhibition | Insulin prom up | Insulin prom up cell count | human PMI inhibitors | bCat nuc transl | bCat nuc transl cell count 5 µM | Autophagy mod | Autophagy mod cell loss 18 h | WT yeast gro inh | WT yeast gro inh mutant strain | Dynein transport | Dynein transport cytoplasmic EGFP | Dynein transport nuclear GR-EGFP | Dynein transport cell count |
| --- | --- | --- | --- | --- | --- | --- | --- | --- | --- | --- | --- | --- | --- | --- | --- | --- | --- | --- |
| Cc1cc(S(=O)(=O)NCC(=O)O)ccc1F | 2.4 | 2.4 | 11 | i | 10% | -0.2 | 1922 | 11% | -0.9 | 1060 | i | 4 | -8 | -2 | 1.1 | -0.25 | 0.9 | 0.37 |
| CS(=O)(=O)c1cccc(C(=O)NC(c2ccccc2)c2ccccc2)c1 | 2.1 | 1.3 | 8.9 | i | 21% | x | x | 17% | -0.7 | 1063 | i | -7 | 2 | -6 | 0.92 | -0.25 | 0.76 | 1.4 |
| Cc1cc(CNC(=O)CCc2nnc(CCCc3ccccc3)o2)nn1C | 1.0 | 1.3 | 4.6 | i | 1% | -0.39 | 1472 | 6% | 1.8 | 1000 | i | 9 | 5 | 5 | 0.47 | -0.22 | 0.34 | -0.48 |
| CCCC(C(=O)NC1CCCC1)N(Cc1ccc2c(c1)OCO2)C(=O)c1snc(C(N)=O)c1N (stereo unspecified) | 0.9 | 1.0 | 4.3 | i | -6% | x | x | -8% | 1.1 | 1074 | i | -4 | 9 | 15 | -0.58 | -0.24 | -0.042 | -0.14 |
| O=C(O)CCNS(=O)(=O)c1ccc2c(c1)CCCC2 | 2.6 | 3.2 | 6.4 | i | -1% | 1.2 | 1164 | 11% | -0.8 | 1052 | i | -5 | -10 | 2 | 0.1 | -0.25 | 0.56 | 0.05 |
| CC(=O)N1N=C(c2ccc(Cl)cc2)OC1c1ccc(C(C)C)cc1 (stereo unspecified) | 2.1 | 1.2 | 6.9 | i | 4% | 1.6 | 1337 | -1% | -1.2 | 1397 | i | 5 | -17 | -9 | 1.1 | -0.063 | -0.044 | -1.6 |
| Cc1nc(SCC(N)=O)[nH]c(=O)c1Cc1ccc(OC(C)C)cc1 | 5.5 | 3.2 | 5.3 | i | 6% | 0.9 | 1472 | 4% | 0.2 | 1352 | i | 21 | 5 | -7 | -0.52 | -0.028 | 0.074 | 0.27 |
| COc1ccc(Cc2nnc(NS(=O)(=O)Cc3ccccc3)s2)cc1 | 4.9 | 1.7 | 3.9 | i | -1% | -1.5 | 901 | -6% | -1.9 | 1170 | i | 7 | -11 | -16 | 2 | -0.14 | 1.2 | -1.6 |
| C=CCNC(=S)N1CCc2c([nH]c3ccccc23)C1C (stereo unspecified) | 2.4 | 2.4 | 2.3 | i | -7% | -0.03 | 1432 | -6% | 0.5 | 920 | i | 3 | 48 | 43 | 0.68 | -0.29 | 1 | -1.1 |
| CCOC(=O)c1sc(=S)n(-c2cccc(C(F)(F)F)c2)c1SC | 0.6 | 1.5 | 5.2 | i | 4% | x | x | 2% | x | x | i | -9 | 21 | 12 | -0.23 | -0.23 | -0.45 | 0.6 |
| Cc1ccc(C(=O)N/N=C\c2ccc(-c3ccc(Cl)cc3)o2)cn1 | x | x | x | i | x | -0.5 | 1261 | x | 46 | 586 | x | x | x | x | -1.5 | -0.082 | -0.74 | -0.42 |
| O=C(NC(=O)N1CCN(c2ccccc2F)CC1)c1ccccc1 | 5.6 | 3.3 | 7.6 | i | 12% | 0.4 | 1218 | 15% | -1.4 | 1122 | i | -11 | -2 | -10 | -0.2 | -0.33 | 0.06 | 0.24 |

An excerpt from above, reduced to human PMI inhibition and Dynein transport.
Compound	human PMI inhibition	Dynein transport
O=C(O)CCNS(=O)(=O)c1ccc2c(c1)CCCC2	-1%	0.1
CC(=O)N1N=C(c2ccc(Cl)cc2)OC1c1ccc(C(C)C)cc1 (stereo unspecified)	4%	1.1

Next part
| mol | MT stabilize HCS | MT stabilize HCS Hoechst-high % | MT stabilize HCS cytotoxicity % | Yfh1-off respiration | human PMI inhibition | Insulin prom up | Insulin prom up cell count | human PMI inhibitors | bCat nuc transl | bCat nuc transl cell count 5 µM | Autophagy mod | Autophagy mod cell loss 18 h | WT yeast gro inh | WT yeast gro inh mutant strain | Dynein transport | Dynein transport cytoplasmic EGFP | Dynein transport nuclear GR-EGFP | Dynein transport cell count |
| --- | --- | --- | --- | --- | --- | --- | --- | --- | --- | --- | --- | --- | --- | --- | --- | --- | --- | --- |
| c1ccc(Oc2ccc3ccccc3n2)cc1 | 5.2 | 1.9 | 3.7 | i | -3% | 0.21 | 1404 | 0% | -0.8 | 1120 | i | -18 | -10 | -5 | -0.78 | -0.26 | -0.28 | 0.79 |
| COC(=O)c1cc(-c2cccs2)nn1-c1ccccc1 | 5.3 | 2.1 | 8.5 | i | 3% | -1 | 1303 | -4% | 0.2 | 1035 | i | 2 | -9 | 4 | -0.49 | -0.35 | -0.03 | 0.28 |
| COc1ccc(Sc2ccccc2CN(C)C)cc1OC | 2.6 | 2.3 | 7.9 | i | 1% | -0.16 | 1255 | 1% | 1.1 | 1438 | i | -10 | 9 | -4 | 0.49 | -0.2 | 0.58 | -0.42 |
| COc1cnc(N(C)C)nc1Sc1ccc(Cl)cc1 | 4.1 | 1.6 | 4.6 | i | 18% | 1.2 | 1488 | 15% | 0.7 | 949 | i | -10 | 16 | 11 | -0.38 | -0.12 | 0.66 | -1.4 |
| CCc1nc(SCC(=O)Nc2c(C)n(C)n(-c3ccccc3)c2=O)n[nH]1 | 5.7 | 3.9 | 14 | i | -4% | -0.36 | 1648 | -2% | -6.3 | 1037 | i | 2 | 4 | 30 | 0.19 | -0.36 | 0.4 | 0.2 |
| CCN(CC)C(=O)c1sc2[nH]c(=S)n(-c3ccccc3)c(=O)c2c1C | 2.8 | 1.3 | 1.2 | i | 12% | -0.13 | 1368 | 6% | -0.4 | 1376 | i | 3 | -8 | -14 | 3 | -0.13 | 1.7 | -2 |
| O=C(c1cccc(F)c1)N1CCN(C(=O)C2CC2)CC1 | 1.2 | 1.7 | 10 | i | 13% | 0.77 | 1539 | 21% | -4.1 | 917 | i | 18 | 6 | -8 | -0.48 | -0.22 | -0.22 | 0.98 |
| CC(=O)Nc1cccc(NC(=O)C2CCCN2C(=O)Nc2ccc(Cl)cc2)c1 (stereo unspecified) | 1.9 | 2.6 | 14 | i | 4% | -0.94 | 960 | -3% | -1.8 | 1311 | x | x | -8 | -9 | -0.7 | -0.24 | -0.061 | 0.88 |
| CN(C)c1ccc(CN2CCCCC2)cc1 | 2.6 | 2.0 | 10 | i | 12% | 0 | 907 | 7% | -0.9 | 1119 | i | -33 | 8 | 12 | 0.17 | -0.24 | -0.11 | 1.3 |
| Cc1ccc(-c2nn(CCC(=O)NN3CCOCC3)c(=O)c3ccccc23)cc1 | x | x | x | i | x | -0.37 | 1540 | x | -0.2 | 1008 | x | x | x | x | 1.1 | -0.2 | 0.37 | -0.5 |
| Cc1ccc(C(=O)CSc2nnc(COc3cccc(C)c3)o2)cc1 | 1.6 | 0.9 | 4.1 | i | 15% | 0.78 | 1244 | 13% | -3.3 | 994 | i | -3 | -1 | -3 | -0.2 | -0.13 | -0.06 | 0.31 |
| Cc1cc(=O)oc2cc(OCc3ccc(S(=O)(=O)N4CCOCC4)cc3)ccc12 | 2.4 | 1.4 | 1.9 | i | 13% | -0.83 | 1196 | 8% | x | x | i | 3 | 14 | -1 | -0.24 | -0.2 | -0.095 | -0.033 |
| CC(C)CN=C(NS(=O)(=O)c1ccccc1)C(Cl)(Cl)Cl | 5.6 | 7.0 | 6.9 | i | -5% | u | x | -1% | 52* | 233* | i | 23 | 58 | 14 | -2.7 | 0.3 | -1.5 | -1.2 |
| O=C(CSc1nnc2ncccn12)N1CCCCCC1 | 2.0 | 1.8 | 6.1 | i | 6% | -1.1 | 1398 | 3% | x | x | i | 4 | -4 | -2 | -0.4 | -0.24 | 0.013 | 0.2 |
| Cc1ccc(CNC(=O)c2ccc(N3CCc4ccccc43)c([N+](=O)[O-])c2)cc1 | 3.7 | 2.4 | 5.3 | i | 24% | x | x | 13% | -1.3 | 1154 | i | 6 | 31 | -17 | -0.38 | 0.37 | -0.11 | -0.11 |
| COc1ccc(C(=O)N2CCN(c3nc4cc(C)ccc4cc3C#N)CC2)c(OC)c1 | 0.7 | 1.9 | 7.8 | i | 7% | -2.5 | 1089 | 1% | x | x | i | 5 | 19 | 11 | -1.5 | -0.28 | -0.68 | -0.29 |
| COCC(=O)N(C)c1nnc(-c2ccc([N+](=O)[O-])cc2)s1 | 4.4 | 1.9 | 12 | i | -11% | -0.88 | 1716 | 4% | -1.5 | 1339 | i | 8 | 4 | -7 | 3 | -0.1 | 1.2 | -1.5 |
| O=C(CNC(=O)C1CCCCC1)Nc1ccc(F)c(Cl)c1 | 4.7 | 2.2 | 11 | i | -6% | 0.26 | 1317 | -5% | -1.8 | 1091 | i | 5 | -3 | 6 | 1 | -0.29 | 0.78 | -0.26 |
| COC(=O)[C@@H]1C[C@@]2(O)[C@H](O)[C@H](O)[C@H](O)C[C@H]2N1Cc1cc(OC)cc(OC)c1 | x | x | x | i | x | 0.02 | 977 | x | 0.1 | 1339 | x | x | x | x | -0.39 | -0.82 | -0.24 | 0.53 |
| Cc1sc2nc(C3CC3)nc(NCCNS(=O)(=O)c3ccccc3)c2c1C | 3.6 | 1.6 | 3.7 | i | 10% | x | x | 9% | -0.3 | 947 | i | -2 | -2 | -8 | 0.8 | -0.27 | 0.26 | 0.92 |
| COc1ccc(/C=C2\SC(=S)N(CCC(=O)NC3=NCCS3)C2=O)cc1OC | 13 | 0.9 | 8.7 | i | 0% | x | x | 3% | -0.9 | 947 | i | 12 | -7 | 5 | -0.22 | -0.16 | -0.1 | -0.11 |
